High-throughput results (PubChem BioAssay)
SIRT5 inh: SIRT5 desuccinylase inhibitors, primary screen, biochemical, fluorescence imaging, single point, set 5 | NAD-dependent protein deacylase sirtuin-5, mitochondrial (Homo sapiens), Q9NXA8 | Purified SirT5, succinyl-peptide AMC, trypsin-coupled fluorescence | inhibition, % at 15 µM | 330,000 compounds, 1.1% hits | AID 652115, 2013; in the data active = inhibition above about 15%; inconclusive = no clear call, values can overlap the other calls
Target sequence (Q9NXA8 whole entry, looked up): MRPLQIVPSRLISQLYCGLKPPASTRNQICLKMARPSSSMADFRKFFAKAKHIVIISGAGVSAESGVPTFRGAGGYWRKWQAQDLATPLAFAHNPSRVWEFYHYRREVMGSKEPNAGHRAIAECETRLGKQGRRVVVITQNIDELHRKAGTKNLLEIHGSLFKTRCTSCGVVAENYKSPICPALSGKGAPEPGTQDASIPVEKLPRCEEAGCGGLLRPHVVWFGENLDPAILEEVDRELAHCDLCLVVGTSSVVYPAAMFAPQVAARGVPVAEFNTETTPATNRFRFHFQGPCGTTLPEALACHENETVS
ERp5 inh: inhibitors of ERp5-driven insulin aggregation, primary screen, biochemical, turbidity, absorbance 650 nm, single point; 90 min; inhibition, % at 9.99 µM; 350,000 compounds, 0.05% hits; AID 651711, 2012;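 active = mean replicate inhibition above about 25%, with every replicate also reaching it, limit read from the data, passing the limit was not always enough; inconclusive = only one of those two criteria met; inactive = neither criterion met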
Target sequence (Q15084 whole entry, looked up): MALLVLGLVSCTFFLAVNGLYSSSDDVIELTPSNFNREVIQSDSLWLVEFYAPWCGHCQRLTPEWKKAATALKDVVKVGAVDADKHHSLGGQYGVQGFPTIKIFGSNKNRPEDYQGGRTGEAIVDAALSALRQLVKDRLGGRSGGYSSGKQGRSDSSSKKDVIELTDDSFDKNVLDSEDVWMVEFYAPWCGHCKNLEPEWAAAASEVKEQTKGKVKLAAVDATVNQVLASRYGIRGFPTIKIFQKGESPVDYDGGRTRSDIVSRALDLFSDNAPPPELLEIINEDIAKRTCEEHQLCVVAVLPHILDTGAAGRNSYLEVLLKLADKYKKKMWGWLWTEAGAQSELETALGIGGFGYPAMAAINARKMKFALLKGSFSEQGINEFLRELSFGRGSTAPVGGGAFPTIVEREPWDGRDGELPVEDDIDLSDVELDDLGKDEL
S100A4 inh HTS: inhibitors of S100A4-myosin IIA peptide binding, primary screen, biochemical, fluorescence polarization, TAMRA-MyoIIA peptide; Protein S100-A4 (Homo sapiens), P26447; inhibition, % at 10.7 µM; 360,000 compounds, 0.14% hits; AID 652163, 2013;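 active = mean inhibition of at least 70% across replicates, with every replicate also reaching that level; inconclusive = mean inhibition reaches 70% but some replicates fall short; inactive = mean inhibition below 70%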
Target sequence (P26447 whole entry, looked up): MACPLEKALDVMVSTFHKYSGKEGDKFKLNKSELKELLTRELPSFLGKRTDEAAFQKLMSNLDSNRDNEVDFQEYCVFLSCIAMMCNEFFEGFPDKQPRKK
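Test system – S100A4 monomer (human) · Compound – single-point compound testing · Schedule – 5 min incubation before reading · Probe or stimulus – TAMRA-labelled myosin IIA heavy-chain peptide probe, 5 nM · Benchmarks – neutral control DMSO, positive control TFP · Medium – Calcium-containing HEPES buffer, pH 7.2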
Statin myotox sup: suppressors of statin myotoxicity in C2C12 myotubes, primary screen, cell-based, single point, plate reader | C2C12 myotubes + simvastatin, ATP luminescence, 48 h; scaled: DMSO 0, geranylgeraniol control 100 | rescue of ATP level, % at 7.49 µM | 330,000 compounds, 0.78% hits;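 active = mean ATP rescue above about 67%, or every replicate alone reaching that limit, limit read from the data, passing the limit was not always enough; inconclusive = no clear call, values can overlap the other calls; inactive = mean under the limit and some replicate under it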;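 note: myotubes were challenged with 10 µM simvastatin during compound exposure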
E-sel inducer: E-selectin induction in HUVECs, primary screen, imaging, HUVEC, immunofluorescence imaging, single point. P16581. normalized: neutral wells 0, TNF-alpha wells 100. activation, % at 7.58 µM. 260,000 compounds, 0.37% hits. AID 686992, 2013;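 active = mean E-selectin-positive cell signal at least 10% of the positive control, reached in at least 60% of replicates, without over 20% cell loss; inconclusive = no rule given, readout overlaps actives, possibly toxicity-flagged; inactive = the rest, including those meeting only one limit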;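 note: in these data hits start at about 27%; measured in HUVEC primary endothelial cells; signal is the percent of cells scored E-selectin positive by PE staining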
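Test system – human umbilical vein endothelial cells (HUVEC), E-selectin induction · Input – 3,000 HUVEC seeded per well · Buffer or medium – EGM-2, gelatin · Compound dosing – single-point compound dose · Detection – immunofluorescence imaging · Measure – percent E-selectin-positive cells · Controls – TNF-alpha high, DMSO low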
PglD DTNB: C. jejuni PglD acetyltransferase inhibitors, primary screen, biochemical, DTNB colorimetric, single point; 360,000 compounds, 0.098% hits; purified PglD enzyme, DTNB colorimetric CoA detection; inhibition, % at 12.5 µM; UDP-N-acetylbacillosamine N-acetyltransferase PglD (Campylobacter jejuni); in the data active = inhibition above about 16%, passing the limit was not always enough; inconclusive = no clear call, values can overlap the other calls; note: strong numbers were not always called active
DENV2 CPE: inhibitors of DENV2 cytopathic effect, primary screen, cell-based, plate reader, single concentration. DENV2-infected cells, cytopathic effect rescue. 350,000 compounds, 1.7% hits. CPE inhibition, % at 9.99 µM; in the data active = CPE inhibition above about 20%, passing the limit was not always enough; inconclusive = no clear call, values can overlap the other calls; tested in BHK-21 cells;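 note: 0% = median of neutral control wells and 100% = median of positive control wells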
* marks the source's active call; other numbers are inactive results; ? = inconclusive; · = no result given. These rows are one share of the data; count on the stated rates, not on these rows.

Labels used below: A = SIRT5 inh; B = ERp5 inh; C = S100A4 inh HTS; D = Statin myotox sup; E = E-sel inducer; F = PglD DTNB; G = DENV2 CPE
SMILES: COCC(=O)N1CC(=O)N2[C@@H](CO)[C@H](c3ccc(C#CC(C)C)cc3)[C@@H]2C1
  A: -0.9	B: -5.3	C: -23.8	D: ·	E: 0.4	F: ·	G: -8.0
SMILES: O=C(COC(=O)c1ccc2ccccc2c1)NCc1ccccc1
  A: -4.7	B: 3.9	C: -3.0	D: -5.5	E: -2.0	F: -0.6	G: 0.8
SMILES: CCOCc1nnc(NC(=O)c2ccc(NC(C)=O)cc2)s1
  A: -0.6	B: -0.3	C: -0.5	D: ·	E: ·	F: ·	G: -4.7
SMILES: CN(C)N1C(N)=C(C#N)C(c2ccc(F)cc2)C2=C1CC(C)(C)CC2=O (configuration not stated)
  A: -1.5	B: 2.6	C: 3.6	D: -2.1	E: -0.1	F: -6.8	G: 8.8
SMILES: Cn1c(SCC(=O)NCc2ccco2)nnc1C1CCCC1
  A: -5.5	B: 1.5	C: -0.9	D: ·	E: 0.3	F: 0.8	G: ?
SMILES: COc1ccc2c3c([nH]c2c1)[C@@H](CO)N(C(=O)CN(C)C)CC31CCN(C(=O)c2cccnc2)CC1
  A: 0.4	B: 6.4	C: 6.0	D: ·	E: -0.3	F: ·	G: -6.5
SMILES: CS(=O)(=O)Nc1ccc2c(c1)[C@H]1C[C@H](CC(=O)N3CCc4ccccc4C3)O[C@H](CO)[C@H]1O2
  A: -7.8	B: -0.7	C: -1.3	D: 0.7	E: -0.5	F: -0.2	G: 6.0
SMILES: COc1ccc(/C=C(/NC(=O)c2ccco2)C(=O)N2CCOCC2)cc1
  A: 0.9	B: 1.6	C: -1.3	D: -5.8	E: ·	F: 8.5	G: -3.8
SMILES: CNC(=S)N/N=C/c1c(C)c(C(=O)c2ccc(F)cc2)n2ccccc12
  A: -1.2	B: 2.5	C: 3.5	D: ·	E: 0.5	F: ·	G: 8.2
SMILES: O=C1C=C(c2cccc(Br)c2)C[C@@H](c2ccc3c(c2)OCO3)C1
  A: -2.2	B: 3.8	C: -3.4	D: 1.2	E: 0.1	F: -3.4	G: -3.6
SMILES: CC1Cc2cc(S(=O)(=O)NCCc3ccccc3)ccc2N1C(=O)C1CC1 (configuration not stated)
  A: 0.8	B: 3.9	C: 0.6	D: -4.9	E: 0.4	F: ·	G: 2.2
SMILES: Cc1ccc2c(c1)[C@@H]1[C@H](CO2)[C@H](c2ccccc2)[C@]2(C)C(=O)N[C@H](C)C(=O)N12
  A: 7.2	B: 5.1	C: -1.7	D: 2.9	E: -0.1	F: -5.1	G: -3.5
SMILES: CCOc1ccc(NC(=O)Cc2nnc(SCC(=O)N3CCOCC3)n2C)cc1
  A: -3.3	B: 3.3	C: -2.6	D: 4.4	E: -0.6	F: 1.2	G: -0.9
SMILES: COc1ccc(N(C(=O)Cc2cccs2)C(C(=O)NC2CCCC2)c2ccncc2)cc1 (configuration not stated)
  A: ·	B: 2.2	C: -7.0	D: -3.9	E: 0.5	F: 4.9	G: 15.2
SMILES: CC1(C(=O)NS(=O)(=O)C2CC2)CCN(C(=O)c2ccccc2F)C1 (configuration not stated)
  A: ·	B: -2.9	C: -14.4	D: 2.2	E: -0.1	F: -1.0	G: 12.2

Entries shown so far containing fluorine, in the order listed:
Labels used below: A = SIRT5 inh; B = ERp5 inh; C = S100A4 inh HTS; D = Statin myotox sup; E = E-sel inducer; F = PglD DTNB; G = DENV2 CPE
SMILES: CN(C)N1C(N)=C(C#N)C(c2ccc(F)cc2)C2=C1CC(C)(C)CC2=O (configuration not stated)
  A: -1.5	B: 2.6	C: 3.6	D: -2.1	E: -0.1	F: -6.8	G: 8.8
SMILES: CNC(=S)N/N=C/c1c(C)c(C(=O)c2ccc(F)cc2)n2ccccc12
  A: -1.2	B: 2.5	C: 3.5	D: ·	E: 0.5	F: ·	G: 8.2
SMILES: CC1(C(=O)NS(=O)(=O)C2CC2)CCN(C(=O)c2ccccc2F)C1 (configuration not stated)
  A: ·	B: -2.9	C: -14.4	D: 2.2	E: -0.1	F: -1.0	G: 12.2

Remaining list, next part:
Labels used below: A = SIRT5 inh; B = ERp5 inh; C = S100A4 inh HTS; D = Statin myotox sup; E = E-sel inducer; F = PglD DTNB; G = DENV2 CPE
SMILES: O=C(NC1Cc2ccccc2C1)[C@H]1[C@H](CO)[C@H]2Cn3c(ccc(-c4ccccc4)c3=O)[C@@H]1N2
  A: -0.8	B: -5.9	C: 8.8	D: 4.4	E: 0.1	F: -1.6	G: ?
SMILES: C[C@@H]1CN([C@@H](C)CO)C(=O)Cc2cc(NC(=O)c3ccncc3)ccc2O[C@H]1CN(C)Cc1ccc(Cl)c(Cl)c1
  A: 9.0	B: 2.4	C: -1.0	D: 6.4	E: -0.1	F: 4.0	G: -2.6
SMILES: Cc1cc(Cl)ccc1N(CC(=O)N(C)Cc1ccccc1)S(C)(=O)=O
  A: ·	B: -2.1	C: 0.2	D: 6.1	E: ·	F: -2.0	G: -7.2
SMILES: O=C(CSc1ccccc1)N1CCC(N2CCC(C(=O)N3CCCC3)CC2)CC1
  A: -2.9	B: -0.4	C: -25.7	D: ·	E: ·	F: ·	G: -1.6
SMILES: CN(C)c1ccc(C(=O)OCC(=O)NCCCc2ccccc2)cc1
  A: -2.2	B: 6.6	C: -5.4	D: -2.1	E: ·	F: 0.9	G: 0.4
SMILES: COc1ccc(NC(=O)Nc2ccc3c(c2)CC(=O)N([C@H](C)CO)C[C@@H](C)[C@@H](CN(C)S(C)(=O)=O)O3)cc1
  A: 0.6	B: 3.1	C: 3.2	D: -19.8	E: ·	F: -3.8	G: -7.1
SMILES: O=C(NC1CCCC1)C(c1ccc(Cl)cc1)N1CCc2ccccc21 (configuration not stated)
  A: 2.1	B: 2.9	C: 2.7	D: -6.2	E: 0.6	F: -0.7	G: -5.9
SMILES: COC(=O)CCCC1=CC2=C(c3ccccc3)C(=O)C(C)(OC(=O)C3CCCC3)C(=O)C2=CN1CC1CC1 (configuration not stated)
  A: ·	B: 2.5	C: -0.5	D: 6.1	E: -0.2	F: -2.7	G: ?
SMILES: CO[C@@H]1CN(C)C(=O)c2ccc(NC(=O)c3cnccn3)cc2OC[C@H](C)N(CC2CC2)C[C@@H]1C
  A: -15.7	B: 8.7	C: -17.0	D: ·	E: 4.5	F: ·	G: 2.5
SMILES: CO[C@@H]1CN(C)C(=O)c2cc(NC(=O)c3cc(C)on3)ccc2OC[C@H](C)N(C(=O)C2CC2)C[C@@H]1C
  A: -4.4	B: -6.2	C: 11.6	D: 3.5	E: 0.2	F: -0.4	G: 12.3
SMILES: CN1[C@H](C(=O)Nc2nccs2)[C@@H](CO)[C@@H]2Cn3c(ccc(/C=C/c4ccccc4)c3=O)[C@@H]21
  A: -74.5	B: -1.1	C: 1.3	D: -30.9	E: -1.0	F: 2.0	G: -5.5
SMILES: OC[C@H]1O[C@H](OCCc2ccc(O)cc2)[C@H](O)[C@@H](O)[C@@H]1O
  A: ·	B: 1.3	C: -0.8	D: 7.2	E: 1.1	F: 9.3	G: 2.8
SMILES: O=C(N/N=C1/CC2CCC1C2)c1cc2ccccc2cc1O (configuration not stated)
  A: 2.1	B: 12.7	C: -22.1	D: -0.3	E: -0.2	F: 2.3	G: -2.6
SMILES: COc1ccc(CN(C)C[C@@H]2Oc3ccc(NC(=O)c4ccncc4)cc3CC(=O)N([C@H](C)CO)C[C@@H]2C)cc1
  A: -8.1	B: -0.4	C: -8.3	D: -20.2	E: 0.0	F: -2.7	G: 8.1
SMILES: O=C(CC1CC1)N1CC[C@@H]2[C@H](CO)Nc3ccc(-c4ccc(F)cc4)cc3[C@@H]21
  A: ·	B: ·	C: ·	D: -17.7	E: 0.3	F: 2.1	G: -14.4

3 records drawn at random from the list so far, as already listed:
Labels used below: A = SIRT5 inh; B = ERp5 inh; C = S100A4 inh HTS; D = Statin myotox sup; E = E-sel inducer; F = PglD DTNB; G = DENV2 CPE
SMILES: O=C(NC1CCCC1)C(c1ccc(Cl)cc1)N1CCc2ccccc21 (configuration not stated)
  A: 2.1	B: 2.9	C: 2.7	D: -6.2	E: 0.6	F: -0.7	G: -5.9
SMILES: O=C(NC1Cc2ccccc2C1)[C@H]1[C@H](CO)[C@H]2Cn3c(ccc(-c4ccccc4)c3=O)[C@@H]1N2
  A: -0.8	B: -5.9	C: 8.8	D: 4.4	E: 0.1	F: -1.6	G: ?
SMILES: OC[C@H]1O[C@H](OCCc2ccc(O)cc2)[C@H](O)[C@@H](O)[C@@H]1O
  A: ·	B: 1.3	C: -0.8	D: 7.2	E: 1.1	F: 9.3	G: 2.8

The list continues.
Labels used below: A = SIRT5 inh; B = ERp5 inh; C = S100A4 inh HTS; D = Statin myotox sup; E = E-sel inducer; F = PglD DTNB; G = DENV2 CPE
SMILES: CO[C@H]1CN(C)C(=O)c2ccc(NC(=O)c3cccc(F)c3)cc2OC[C@@H](C)N(C)C[C@H]1C
  A: -8.3	B: -5.6	C: 16.3	D: -3.8	E: 0.6	F: -2.2	G: -1.8
SMILES: COC(=O)c1nccnc1C(=O)Nc1ccccc1N1CCOCC1
  A: 0.3	B: 3.6	C: 4.0	D: ·	E: -0.7	F: -2.6	G: 3.4
SMILES: COc1cccc(CNC(=O)CCCn2nc(C)c3c(C)n(-c4ccc(C)cc4)nc3c2=O)c1OC
  A: -3.1	B: -2.2	C: 13.0	D: -20.3	E: ·	F: -2.1	G: 3.0
SMILES: C[C@H](CO)N1C[C@H](C)[C@H](CN(C)Cc2ccc(C(=O)O)cc2)OCCCC[C@H](C)Oc2ccc(NC(=O)C3CCCCC3)cc2C1=O
  A: 1.6	B: 3.8	C: -42.8	D: ·	E: 0.1	F: -0.9	G: ?
SMILES: CCCC#Cc1ccc2c(c1)O[C@H](CN(C)CC1CC1)[C@H](C)CN([C@H](C)CO)S2(=O)=O
  A: -2.8	B: 11.3	C: -1.0	D: -2.4	E: -0.2	F: 1.3	G: -6.7
SMILES: CCCc1cn(CC[C@H]2CC[C@H](NC(=O)C3CCC3)[C@H](CO)O2)nn1
  A: 7.4	B: -10.0	C: 1.5	D: -0.7	E: 0.0	F: 1.5	G: -7.3
SMILES: COc1ncnc2c1ncn2CC1COC(C)(C)O1 (configuration not stated)
  A: -2.5	B: ·	C: -3.9	D: ·	E: ·	F: -1.0	G: -6.1
SMILES: O=C1c2ccccc2NC2(CCCC2)N1N=C1CCCC1
  A: -1.7	B: -0.2	C: -0.1	D: ·	E: 1.6	F: 4.6	G: -1.7
SMILES: Cc1ccc(NC(=O)c2cccc(S(=O)(=O)N3CCc4ccccc4C3)c2)nc1
  A: -2.4	B: -3.7	C: -7.3	D: 4.1	E: 3.4	F: 1.6	G: 4.4
